# PPARg SRC-3 ag: PPARgamma agonists recruiting SRC-3 coactivator, primary screen, biochemical; Peroxisome proliferator-activated receptor gamma (Homo sapiens), P37231; biochemical PPARgamma/SRC-3 coactivator recruitment assay; activation, % at 8 µM; actives 0.26% (n = 200,000); AID 731, 2007; in the data active = activation above about 23%;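 also: 0% = DMSO and 100% = reference agonist; some compounds past the cut are filed as inactive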
# Target sequence (P37231 whole entry, looked up): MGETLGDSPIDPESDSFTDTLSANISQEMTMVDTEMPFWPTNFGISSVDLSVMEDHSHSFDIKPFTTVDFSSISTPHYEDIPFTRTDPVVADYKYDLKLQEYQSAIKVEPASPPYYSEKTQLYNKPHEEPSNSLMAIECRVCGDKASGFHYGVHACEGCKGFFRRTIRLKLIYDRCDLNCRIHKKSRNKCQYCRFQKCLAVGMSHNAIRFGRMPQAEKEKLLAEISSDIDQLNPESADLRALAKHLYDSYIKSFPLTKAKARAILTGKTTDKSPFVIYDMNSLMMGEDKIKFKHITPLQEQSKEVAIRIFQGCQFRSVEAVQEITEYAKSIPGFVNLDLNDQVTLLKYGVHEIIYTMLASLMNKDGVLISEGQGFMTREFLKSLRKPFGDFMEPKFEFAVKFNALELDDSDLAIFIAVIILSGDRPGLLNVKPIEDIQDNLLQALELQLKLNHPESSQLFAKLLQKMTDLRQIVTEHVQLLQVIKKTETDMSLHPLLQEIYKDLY
# S1P3 antag: S1P3 receptor antagonists, primary screen, cell-based; inhibition, % at 4.98 µM; actives 0.27% (n = 170,000); Sphingosine 1-phosphate receptor 3 (Homo sapiens), Q99500; CHO S1P3 NFAT-BLA reporter, FRET fluorescence, antagonist mode;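 active = inhibition above the plate cutoff, the mean inhibition of test wells on that plate plus 3 SD, cut at about 28% in these data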;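 also: cells challenged with S1P at its EC80 of 0.8 µM; blue over green emission ratio from cleaved BLA substrate after 4 h stimulation; 0% = S1P-stimulated wells and 100% = unstimulated DMSO-only wells; some compounds past the cut are filed as inactive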
# Efa HMGR inh: inhibitors of E. faecalis class II HMGR, primary screen, biochemical, Enterococcus faecalis; actives 0.41% (n = 190,000); purified E. faecalis HMGR, NADPH absorbance 340 nm kinetic; HMG-CoA reductase (Enterococcus faecalis, mvaE); inhibition, % at 10 µM; AID 1066, 2008;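 active = inhibition above a set limit, the median over all tested compounds plus 3 SD, cut at about 9.5% in these data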;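 also: enzyme runs in reverse so mevalonate oxidation gives rising NADPH absorbance; 0% = complete reaction with DMSO and 100% = background rate lacking mevalonate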
# DTT redox prof: compounds producing H2O2 with reducing agent – biochemical, NIH compound library profiling, artefact control for MLSCN library redox annotation, primary screen. activation, % at 10 µM. actives 0.03% (n = 200,000). AID 878, 2007. DTT-dependent redox cycling H2O2, phenol red/HRP absorbance; 100% = 100 µM peroxide control, 0% = buffer;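 active = activation of at least 50% relative to the plate's high and low controls in the primary single-dose screen; inactive = activation below 50%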;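 also: compound incubated with DTT at 0.8 mM final as the reducing agent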
# Lmaj promast: Leishmania major promastigote growth inhibition, primary screen | Leishmania major promastigotes, resazurin fluorescence viability | inhibition, % at 10 µM | actives 9% (n = 200,000) | AID 1063, 2008; in the data active = inhibition above about 50%;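 also: promastigotes grown with compound for 44 hours at 28 °C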
# PPARg SRC-1 ag: PPARgamma agonists recruiting SRC-1 coactivator, primary screen, biochemical; Peroxisome proliferator-activated receptor gamma (Homo sapiens), P37231; PPARgamma-SRC-1 coactivator recruitment biochemical assay; activation, % at 8 µM; actives 0.41% (n = 200,000); AID 631, 2007; in the data active = activation above about 19%;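 also: 0% = DMSO and 100% = reference agonist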
# PPARg SRC2 recr: agonists of PPARg-SRC-2 recruitment, primary screen, biochemical, HTS; Peroxisome proliferator-activated receptor gamma (Homo sapiens), P37231; PPARgamma LBD-SRC-2 recruitment; activation, % at 8 µM; actives 0.34% (n = 200,000); AID 1032, 2008; in the data active = activation above about 22%;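 also: 0% = vehicle and 100% = reference agonist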
# SRC2 TRFRET art: TR-FRET signal artefacts, primary screen, artefact control for PPARgamma SRC-2 agonist project, biochemical | TR-FRET artefact counter-screen; stronger effect = higher value | TR-FRET ratio at 8 µM | actives 0.4% (n = 200,000) | AID 1049, 2008; in the data active = TR-FRET ratio above about 2000; also: inactives centre near 1500
# RAM network inh: inhibitors of the yeast RAM network, primary screen, dse1pr::URA3 reporter, 5-FOA selection | inhibition, % at 50 µM | AID 868, 2007 | actives 1.8% (n = 190,000) | S. cerevisiae dse1pr::URA3 reporter, 5-FOA growth OD615, 2 d; analog-sensitive cbk1-as2 kinase mutant strain;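 active = inhibition above a set limit, 3 SD over mean compound inhibition, cut at about 8.4% in these data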;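 also: 0% = DMSO-only wells with no growth and 100% = 10 µM 1-NA-PP1 full growth; inhibition rescues growth on 5-FOA so higher OD means more RAM inhibition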
# bIAP inh: bovine intestinal alkaline phosphatase inhibitors, primary screen, selectivity assay for TNAP inhibitor project, biochemical, bovine IAP, CDP-star luminescence. inhibition, % at 20 µM. 190,000 tested, under 10 active. AID 1019, 2008. purified bovine IAP, 30 min. alkaline phosphatase, intestinal [Bos taurus];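 active = over 50% inhibition of intestinal alkaline phosphatase at 20 µM in the single-dose screen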
#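 test system = bovine IAP enzyme | medium = DEA buffer 100 mM, pH 9.8, with MgCl2 1.0 mM, ZnCl2 0.02 mM | detection = luminescence | dosing = single compound dose of 20 µM, 2% DMSO final | incubation = 30 min reaction at room temperature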
# ROMK mod: ROMK potassium channel modulators, primary screen, cell-based, thallium flux, MLSMR library; Tet-inducible ROMK, thallium flux fluorescence; actives lie on both sides; B-score at 10 µM; actives 2% (n = 130,000); AID 1918, 2009;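 active = signal ratio slope over the read window, or its plate-corrected B-score, at least 3 SD from the plate mean, either direction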;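 also: B-score of the F/F0 ratio slope over 7 to 12 s after thallium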
# Target sequence (P48048 whole entry, looked up): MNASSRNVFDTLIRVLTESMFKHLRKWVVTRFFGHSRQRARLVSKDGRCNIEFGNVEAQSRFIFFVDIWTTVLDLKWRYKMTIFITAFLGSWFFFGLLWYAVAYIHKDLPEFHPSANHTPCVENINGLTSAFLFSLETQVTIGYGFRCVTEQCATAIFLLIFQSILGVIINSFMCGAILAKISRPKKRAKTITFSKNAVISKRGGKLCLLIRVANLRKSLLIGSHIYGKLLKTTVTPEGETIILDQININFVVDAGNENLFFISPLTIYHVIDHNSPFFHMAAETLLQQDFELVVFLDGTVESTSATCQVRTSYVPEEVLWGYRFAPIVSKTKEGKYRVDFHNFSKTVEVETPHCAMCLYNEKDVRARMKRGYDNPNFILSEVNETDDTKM
# * marks the source's active call; other numbers are inactive results; nt = not tested or not shown.
SMILES,PPARg SRC-3 ag,S1P3 antag,Efa HMGR inh,DTT redox prof,Lmaj promast,PPARg SRC-1 ag,PPARg SRC2 recr,SRC2 TRFRET art,RAM network inh,bIAP inh,ROMK mod
CC(C)c1nc2ccc(NC(=O)C34CC5CC(CC(C5)C3)C4)cc2[nH]1,4,nt,-4,0.3,48,5,2,1612,0.9,-35,-0.22
CC(=O)Nc1ccc(C(=O)NNC(=O)c2cccs2)cc1,-1,8,-4,-0.1,-4,2,-6,1519,-0.4,37,0.65
Cc1ccc(SCC(=O)NC(C)(C)C)cc1,-3,nt,-4,0.1,-6,0,10,1481,-1.1,3,-2
Cc1nn(Cc2ccccc2)c(C)c1N,-2,-3,-6,0.0,-5,3,-6,1422,-1.9,-6,-0.65
COc1ccc(/C=C/C(=O)N(Cc2ccccc2)c2ccccn2)cc1OC,1,-2,-6,0.2,45,-6,-5,1503,-1.3,-18,0.0088
O=C(N/N=C/c1cccc([N+](=O)[O-])c1)C1CC(=O)N(c2ccc(Br)cc2)C1 (stereo not drawn),5,-10,1,0.4,8,2,1,1703,-0.1,28,nt
C(=N\N1CCN(C2c3ccccc3-c3ccccc32)CC1)/c1cccs1,-1,nt,-5,2.8,-4,-1,-4,1461,-0.3,-6,nt
COCCOC(=O)C1=C(C)NC(=O)NC1c1c(Cl)nc2c(C)cccn2c1=O (stereo not drawn),-2,9,-1,0.2,-1,0,5,1620,1.2,-4,nt
CCC(CC)C(=O)N1CCN(Cc2ccc3c(c2)OCO3)CC1,3,nt,-4,0.3,37,0,3,1412,-0.3,16,0.55
Nc1nnc(N2CCCCC2)s1,0,-18,-3,-0.1,6,3,3,1578,0.9,43,0.63
CCOc1ccccc1NC(=O)NC1(C(=O)N2CCOCC2)CCCCC1,6,-13,1,-3.1,0,1,16,1689,2.0,-14,nt
CCCCc1nc(NCCNC(=O)c2ccccc2)c(C#N)c2c1CSC(C)(C)C2,1,nt,2,0.2,20,4,1,1589,4.5,-1,-0.053
O=C(COc1cccc(F)c1)N[C@@H](Cc1ccccc1)c1nc2ccccc2[nH]1,1,-3,-8,0.3,24,0,5,1452,0.6,38,nt
O=C(Nc1ccccc1Cl)c1ccn[nH]1,8,nt,-2,0.2,-5,2,9,1742,1.5,7,nt
CCCn1c(CN2CCCCC2C)nc2c1c(=O)n(C)c(=O)n2C (stereo not drawn),3,18,-6,-2.7,-6,2,5,1429,0.6,8,nt
COc1ccc(CCN=C(N)NS(=O)(=O)c2ccc(C)cc2)cc1OC,4,-21,2,-0.6,12,4,8,1507,0.6,1,nt
CN(C)Cc1c(O)ccc2c3c(c(=O)oc12)CCCCC3,5,nt,-5,0.1,3,-6,11,1381,-0.8,-16,0.94
CCOC(=O)c1nn(-c2ccc(Cl)cc2)c2nnc(Cc3ccc(C)cc3)c(=O)n12,-4,-18,-6,0.2,-3,-8,-3,1394,3.0,-2,-0.14
CCC(C)NC(=O)Nc1ccc2c(c1)N(C)C(=O)c1ccccc1S2 (stereo not drawn),-13,nt,0,0.1,-5,-1,-8,1455,1.9,-260,1.3
CNC(=S)N=Nc1c(O)[nH]c2ccccc12,0,-14,-1,-0.2,6,0,-7,1377,2.7,18,-0.79
COc1ccc2[nH]c(C)c(CCNC(=S)Nc3ccccc3OC)c2c1,7,-10,4,-0.7,3,4,-3,1457,1.6,28,-0.21
CCOC(=O)CCCCC(=O)c1[nH]c(=O)[nH]c1CSc1nc(C)cc(C)n1,-7,-6,5,-0.3,-2,6,6,1632,0.1,-14,0.79
COc1ccccc1-c1nnc(SCC(=O)NCc2c(C)c(Cl)cc(C(C)C)c2O)o1,1,-6,-3,31,21,-3,7,1448,5.3,4,nt
COc1cc2c(cc1OC)C(C(=O)N1CCN(c3ccccn3)CC1)C(c1cccs1)N(C)C2=O (stereo not drawn),-4,-44,0,0.2,-1,7,5,1517,0.7,-12,0.098
N/C(Cc1ccc([N+](=O)[O-])cc1)=N\OC(=O)c1ccccc1Br,-1,-2,-1,0.8,94*,-3,-2,1805,-0.7,30,-0.032
Cc1[nH]ncc1N=Cc1ccc([N+](=O)[O-])cc1,2,1,-7,0.4,-4,0,-1,1430,-0.7,9,-0.4
CCOC(=O)N1CCN(c2cc(=O)n(-c3cccc(Br)c3)c(=O)[nH]2)CC1,7,-9,-7,0.1,-2,2,10,1629,0.9,13,nt
Cc1cc2nnc(SCC(=O)NCC3CCCO3)n2c2ccccc12 (stereo not drawn),-2,-13,-1,-0.6,7,5,0,1539,0.1,-18,1.5
COc1ccc(-c2cc(C(=O)O)sc2C)cc1,4,-24,-1,-1.0,-4,16,5,1817,1.9,19,0.0074
Cc1cc(Nc2cccc(F)c2)n2nc(C)nc2n1,5,-6,-4,-0.3,-8,4,5,1716,0.2,-5,nt
Cn1c(SCC(=O)NCc2ccc3c(c2)OCO3)nnc1C1COc2ccccc2O1 (stereo not drawn),13,0,1,-0.7,1,8,8,1703,1.5,-6,nt
O=C(Nc1cccc(NC(=O)c2ccc(-c3cccc(Br)c3)o2)c1)c1ccco1,8,4,1,1.7,60*,5,2,1652,4.4,8,0.0068
Cc1ccc(-c2cc(-c3ccc4c(c3)OCO4)c(C#N)c(N)n2)o1,-4,-10,-7,3.0,1,1,6,1327,1.1,2,nt
CCOc1cccc(C(=O)Nc2cccc(C(=O)NC(C)(C)C)c2)c1,-2,2,0,-0.1,-5,-1,4,1477,2.3,6,-0.38
CCOCCc1nnc(NC(=O)c2cccc(F)c2)s1,4,4,-1,-0.3,0,0,-11,1328,2.8,9,nt
Cc1cccc(NC(=O)c2ccccc2OCC(=O)c2ccccc2)c1,-6,nt,-3,0.2,19,2,8,1604,4.7,22,1.2
COc1ccc(CN2CC(=O)N(c3ccc(C)cc3)C2=S)cc1OC,2,6,0,-0.4,2,-2,2,1565,3.4,10,0.27
O=C1N=C(N2CCN(c3ccccc3)CC2)S/C1=C\c1cn[nH]c1-c1ccccc1,1,-1,-4,0.4,52*,-2,-6,1531,6.0,4,0.072
O=C(CCCN1C(=O)c2ccccc2C1=O)Nc1ccccc1C(=O)N1CCOCC1,6,-23,-7,1.1,4,7,3,1570,3.2,6,0.62
CCOC(=O)CNc1c(-c2ccc(Cl)cc2)nc2cnccn12,-1,37,5,-1.0,-5,6,10,1839,0.3,-7,-1.3
CCOC(=O)CC1COc2ccccc2N1C(=O)c1ccc(F)cc1 (stereo not drawn),3,-2,-3,-0.4,-4,6,4,1588,0.1,-14,-0.38
O=C(CSc1nc2ccccc2c(=O)n1NC(=O)Cc1ccccc1)NCc1ccco1,-8,-7,-1,3.6,-7,5,-4,1555,2.9,2,-1.2
CCc1ccc(C(=O)OCC(=O)NCC(F)(F)F)cc1,0,-9,-8,-3.9,5,1,2,1451,-0.2,-11,-0.088
C=CCSc1nc(C)c2cc(C)cc(C)c2n1,1,nt,-2,0.0,-2,-1,2,1478,1.6,34,0.17
Cc1ccccc1N(CC(=O)NC(C)(C)C)C(=O)CS(=O)CC(=O)Nc1ccc2c(c1)OCO2 (stereo not drawn),2,-7,3,-1.4,-6,-3,-1,1535,0.9,-10,-0.6
COc1ccc(C2NC(=S)NC(O)(C(F)(F)F)C2C(=O)c2cccs2)cc1 (stereo not drawn),2,-6,-4,-0.2,-3,2,10,1817,-0.3,11,0.11
Cn1c(=O)n(C)c2cc(/C=N/NC(N)=S)ccc21,7,-7,0,-0.8,0,4,3,1627,0.2,-21,0.26
O=C(CCCc1ccccc1)NCc1ccc(F)cc1,-1,4,-5,0.3,32,2,-9,1572,0.3,6,-0.44
CN(c1ccccc1C(=O)Nc1cccnc1)S(C)(=O)=O,-2,-16,1,-1.8,7,8,7,1574,3.1,10,-0.24
C=CCn1c(SCC(=O)c2c(N)n(C)c(=O)n(C)c2=O)nc2sc(C)c(C)c2c1=O,-3,nt,-3,-0.7,11,-1,-1,1645,0.3,-8,-0.42
# (list continues)
SMILES,PPARg SRC-3 ag,S1P3 antag,Efa HMGR inh,DTT redox prof,Lmaj promast,PPARg SRC-1 ag,PPARg SRC2 recr,SRC2 TRFRET art,RAM network inh,bIAP inh,ROMK mod
COC(=O)c1cc2occc2n1Cc1cccc(C)c1,3,6,-4,-0.2,3,8,1,1713,1.2,-1,-1.1
CC(C)NC(=S)N1CCN(S(=O)(=O)c2cccc(C(F)(F)F)c2)CC1,-1,-18,-2,4.7,95*,-7,0,1468,0.5,8,-0.16
N#C/C(=N\Nc1ccc(Br)cc1)C(=N)N1CCOCC1,-1,-11,-2,-0.3,48,-8,-2,1531,1.9,30,1.8
Cn1c(SCC(=O)Nc2cccc(S(=O)(=O)NC3=NCCCCC3)c2)nnc1-c1ccccc1,-3,-6,-1,-2.0,4,-5,-7,1510,0.0,-3,-0.037
CCOC1CCCCC1NS(=O)(=O)c1ccc(Cl)cc1 (stereo not drawn),-2,-20,-1,11,-4,0,12,1470,-0.4,17,nt
O=C(O)c1ccccc1N(Cc1ccccc1)C(=O)CO/N=C/c1ccccc1,0,-3,3,-0.1,-3,0,1,1716,-0.8,22,0.37
O=C(O)c1ccc(CSc2nnc(SCc3ccccc3)s2)cc1,2,nt,0,-3.7,-11,-1,-1,1543,2.7,8,nt
COc1cccc(-n2c(SCC(=O)NCCC3=CCCCC3)nc3n[nH]c(C)c3c2=N)c1,4,-2,-8,-2.4,36,9,10,1792,1.6,-4,-1.8
O=C(CNC(=O)c1ccc(Br)cc1)NCC(=O)OCc1ccc(Cl)cc1,0,6,-2,-0.1,-3,-6,0,1511,0.8,-15,0.24
OC1(c2ccc(F)cc2)CCN(Cc2nnnn2Cc2cccs2)CC1,7,5,0,1.5,1,-4,-2,1707,1.0,-5,-0.34
Cc1ccc(C)c(CSc2nnc(-c3ccccn3)n2N)c1,7,26,2,2.7,-6,3,6,1592,-1.1,11,nt

# Whole records, looked up by structure. Order of values: PPARg SRC-3 ag	S1P3 antag	Efa HMGR inh	DTT redox prof	Lmaj promast	PPARg SRC-1 ag	PPARg SRC2 recr	SRC2 TRFRET art	RAM network inh	bIAP inh	ROMK mod
# CC(C)NC(=S)N1CCN(S(=O)(=O)c2cccc(C(F)(F)F)c2)CC1 reads -1	-18	-2	4.7	95*	-7	0	1468	0.5	8	-0.16
# Cc1ccc(C)c(CSc2nnc(-c3ccccn3)n2N)c1 reads 7	26	2	2.7	-6	3	6	1592	-1.1	11	nt
